TRPM1 prom inh – inhibitors of MITF-dependent TRPM1 promoter reporter, primary screen, cell-based, SK-MEL-5, single point, luciferase | SK-MEL-5 TRPM1 promoter luciferase, 24 h | inhibition, % at 12.5 µM | actives 0.83% (n = 330,000);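 active = mean inhibition across replicates of 60% or more, whatever share of single replicates reaches that level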; note: values of inactives mirror those of a sister screen read the other way
KKLEB tox – cytotoxicity in KKLEB CF airway cells, primary screen, cytotoxicity control for CF NF-kB inhibitor project, cell-based, uHTS, fluorescence assay plates; KKLEB CF airway cells viability, ATPlite luminescence, overnight; active compounds read low; cells stimulated with P. aeruginosa culture filtrate; activity change (cytotoxicity), % at 5 µM; actives 0.36% (n = 360,000); AID 602141, 2011;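 active = corrected activity change at or below -50% at 5 µM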
NR2E3 ag-1 – inhibitors of NR2E3-RetCOR corepressor binding, primary screen, NR2E3 agonist project, biochemical, TR-FRET, GST-NR2E3, biotin-RetCOR | Photoreceptor-specific nuclear receptor (Homo sapiens), Q9Y5X4 | 1536-well | inhibition of corepressor binding, % at 4.78 µM | actives 0.12% (n = 320,000) | AID 2300, 2010;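 active = percent inhibition above the cutoff of mean plus 3 SD of all tested compounds, set per screening campaign, cut at about 20% in these data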;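 note: 0% = DMSO wells and 100% = biotin wells as full block of FRET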
Target sequence (Q9Y5X4 whole entry, looked up): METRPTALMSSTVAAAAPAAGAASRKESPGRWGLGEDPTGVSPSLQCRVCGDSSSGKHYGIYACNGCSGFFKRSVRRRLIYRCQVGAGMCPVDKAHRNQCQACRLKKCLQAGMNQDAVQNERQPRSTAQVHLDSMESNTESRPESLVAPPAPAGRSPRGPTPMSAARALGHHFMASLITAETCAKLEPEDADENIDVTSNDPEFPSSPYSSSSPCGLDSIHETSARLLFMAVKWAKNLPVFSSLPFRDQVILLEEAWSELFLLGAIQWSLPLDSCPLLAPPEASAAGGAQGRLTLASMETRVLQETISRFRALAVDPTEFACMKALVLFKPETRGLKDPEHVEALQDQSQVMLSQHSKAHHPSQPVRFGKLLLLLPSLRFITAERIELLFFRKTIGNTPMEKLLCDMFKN
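Test system – NR2E3–RetCOR corepressor complex · Quantity – NR2E3 fusion 1.35 nM · Buffer or medium – Tris pH 7.5 · Incubation – Compound–protein incubation for 5 h at 4 °C · Technique – TR-FRET, Eu(K)-anti-GST donor, streptavidin-D2 acceptor, ex 340, em 617/671 nm · Evaluation – percent inhibition of 671/617 nm emission ratio versus biotin and DMSO controls · Plate – 1536-well format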
Shn3 inh set2 – reduction of Shn3 3'UTR firefly luciferase signal, primary screen, Schnurri-3 inhibitor project, cell-based, Clone20 osteoblasts, set 2 | Clone20 osteoblast Shn3 3'UTR firefly luciferase, 24 h | inhibition, % at 12.5 µM | actives 0.52% (n = 360,000);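 active = mean inhibition of at least 75% with every replicate also reaching 75%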;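 note: 0% = median of neutral control wells and 100% = pilot-screen positive control compound; some compounds past the cut are filed as inactive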
CF NFkB block – inhibitors of PAF-induced NF-kB signaling, primary screen, cell-based, GFP fluorescence, uHTS; KKLEB NF-kB-GFP reporter, GFP fluorescence overnight; inhibition, % at 5 µM; actives 0.86% (n = 360,000); AID 588850, 2011;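 active = at least 50% inhibition at 5 µM, scaled per plate between neutral and stimulator controls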;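 note: PAF is a Pseudomonas aeruginosa culture filtrate used as stimulus; plate controls were PAF-stimulated DMSO wells for no effect and unstimulated DMSO wells for full effect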
Peg3 promoter – Peg3 promoter-driven luciferase inhibitors, primary screen, cell-based, HeLa, luciferase luminescence; HeLa PEG-Prom luciferase reporter, overnight; inhibition, % at 20 µM; actives 1.7% (n = 360,000);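 active = inhibition of at least 50% at 20 µM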
TROY NFkB inh – inhibitors of TROY-driven NF-kB signaling, primary screen, Q293 LMP1-TROYcd cells, NF-kB luciferase, uHTS; Q293 LMP1-TROYcd NF-kB luciferase reporter, 4 h; AID 1347056, 2019; inhibition, % at 10 µM; actives 0.98% (n = 360,000);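 active = compounds whose plate-normalised and pattern-corrected inhibition of the luciferase reporter signal at the single screening dose is 50% or more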
TRAIL sens C8 – viability loss with TRAIL in NB7+C8 cells, primary screen, TRAIL sensitizer project, cell-based, ATPlite luminescence. inhibition (viability loss, TRAIL sensitization), % at 10 µM. actives 1% (n = 360,000);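 active = compounds causing at least 50% loss of cell viability in the single-dose screen, relative to plate controls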
NR2E3 ag-2 – NR2E3 agonists in two-hybrid cells, primary screen, cell-based, luminescence, CHO-S, Gal4-NCOR/VP16-NR2E3; luciferase; Photoreceptor-specific nuclear receptor (Homo sapiens), Q9Y5X4; inhibition of corepressor binding, % at 3.98 µM; actives 0.35% (n = 360,000); AID 602229, 2012;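 active = inhibition above the mean of all tested compounds plus 3 SD, cut at about 70% in these data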;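 note: 0% = DMSO with NR2E3 transfected cells and 100% = cells lacking NR2E3 construct; higher means lower luciferase signal from less NR2E3 corepressor binding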
TWEAK Fn14 block – inhibitors of TWEAK-Fn14 signaling, primary screen, luciferase reporter cells, uHTS. TWEAK-stimulated Fn14 reporter cells, luciferase luminescence, 8 h. inhibition, % at 10 µM. actives 2% (n = 360,000). AID 1159606, 2016; in the data active = inhibition above about 50%
HIF-2a block – HIF-2a reporter inhibitors, primary screen, luminescence, 786-0 RCC cells; AID 624352, 2012; actives 0.72% (n = 360,000); 786-0 RCC cells HIF-2a reporter, luciferase luminescence, overnight; inhibition, % at 18.8 µM;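 active = inhibition of the luminescence signal of 40% or more relative to plate controls, in a single-dose primary screen at 18.75 µM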
* marks the source's active call; other numbers are inactive results; nt = no result given. Some of the compounds tested; rates above refer to the full screens.

1. COc1cccc(C(=O)NC(=S)Nc2ccccc2N2CCCCC2)c1
2. CC(C)(C)NC(=O)C1CCC(C)(C(=O)O)C1(C)C (stereo unspecified)
3. O=C(CSc1ccccc1C(=O)O)c1ccc([N+](=O)[O-])cc1
4. CC1=C(C(=O)Nc2ccccc2)C(c2ccco2)C(C#N)=C(SCC(=O)OC(C)C)N1 (stereo unspecified)
5. COc1ccc2c(c1)Cc1c-2cc(Br)c(N)c1Br
6. CCc1ccc(NS(=O)(=O)c2ccc(OC)c(C)c2)cc1
Screen / compound no.,1,2,3,4,5,6
TRPM1 prom inh,14,3,20,10,nt,6
KKLEB tox,-16,16,6,5,-3,-8
NR2E3 ag-1,0,1,6,0,nt,1
Shn3 inh set2,18,-14,1,37,18,13
CF NFkB block,15,-7,-3,-8,-14,-16
Peg3 promoter,9,11,8,9,7,6
TROY NFkB inh,9,10,-8,14,-19,-47
TRAIL sens C8,-5,9,-3,0,4,7
NR2E3 ag-2,5,9,-6,-12,-35,7
TWEAK Fn14 block,-30,11,0,59*,-8,-17
HIF-2a block,-32,10,6,20,-6,-5

7. NS(=O)(=O)c1ccc(N=Cc2c(O)c3ccccc3oc2=O)cc1
8. COc1ccc(OC)c(CN2CCN(Cc3cccc4ccccc34)CC2)c1
9. Cn1nnnc1SCC(=O)N1CCN(Cc2ccccc2)CC1
10. O=C(CCN1C(=O)[C@@H]2Cc3ccccc3CN2C1=O)N[C@H](C(=O)O)c1ccccc1
11. CN1CCN(C(=O)c2ccccc2NC(=O)C(C)(C)C)CC1
12. Cc1cc(C)c2cc(C=O)c(Cl)nc2c1
Screen / compound no.,7,8,9,10,11,12
TRPM1 prom inh,11,-11,-9,7,2,36
KKLEB tox,4,-24,-3,-12,-2,-13
NR2E3 ag-1,3,2,1,1,0,3
Shn3 inh set2,1,53,10,-2,3,21
CF NFkB block,13,26,3,4,-2,41
Peg3 promoter,6,12,1,0,6,36
TROY NFkB inh,11,31,12,-17,6,18
TRAIL sens C8,5,3,5,-22,-9,11
NR2E3 ag-2,1,-24,-9,17,-5,31
TWEAK Fn14 block,16,11,-5,25,-13,-2
HIF-2a block,1,28,9,3,10,9

Profiles as entered above. Values in the order: TRPM1 prom inh	KKLEB tox	NR2E3 ag-1	Shn3 inh set2	CF NFkB block	Peg3 promoter	TROY NFkB inh	TRAIL sens C8	NR2E3 ag-2	TWEAK Fn14 block	HIF-2a block
NS(=O)(=O)c1ccc(N=Cc2c(O)c3ccccc3oc2=O)cc1 in the list: 11	4	3	1	13	6	11	5	1	16	1
Cc1cc(C)c2cc(C=O)c(Cl)nc2c1 in the list: 36	-13	3	21	41	36	18	11	31	-2	9
O=C(CCN1C(=O)[C@@H]2Cc3ccccc3CN2C1=O)N[C@H](C(=O)O)c1ccccc1 in the list: 7	-12	1	-2	4	0	-17	-22	17	25	3

More entries:
13. OC1c2cc(Br)ccc2N=C2CCCN21 (stereo unspecified)
14. COc1ccc(C(=O)Nc2nnc(SCC(=O)NCc3ccco3)s2)cc1OC
15. O=[N+]([O-])c1cc([N+](=O)[O-])c(Oc2c(F)cccc2F)cc1NN1CCCCC1
16. O=C(CNC(=O)C12CC3CC(CC(C3)C1)C2)NC1=NCCS1
17. O=C(CCNC(=O)c1ccc(Cl)cc1)NCC(c1ccco1)N1CCCCC1 (stereo unspecified)
18. Cc1cc(C)c(C#N)c(SCCS(=O)(=O)Cc2ccccc2)n1
Screen / compound no.,13,14,15,16,17,18
TRPM1 prom inh,2,-3,-9,0,5,-33
KKLEB tox,-29,-6,-5,-10,-16,-10
NR2E3 ag-1,0,3,2,0,3,2
Shn3 inh set2,-12,3,9,1,4,-13
CF NFkB block,-13,11,15,16,2,-10
Peg3 promoter,26,-7,11,-32,8,-38
TROY NFkB inh,19,-24,4,9,3,-12
TRAIL sens C8,15,-14,19,4,-3,0
NR2E3 ag-2,9,-21,-3,-3,-10,-2
TWEAK Fn14 block,-3,3,-5,-49,8,-15
HIF-2a block,31,8,6,11,5,-62

Single entries from the results shown.
In TRAIL sens C8, #4 has the entry 0
In TRAIL sens C8, #5 has the entry 4
In TRPM1 prom inh, #6 has the entry 6

The list goes on:
19. O=C1CC(N2CCN(S(=O)(=O)c3ccccc3F)CC2)C(=O)N1c1ccc(F)cc1F (stereo unspecified)
20. Cn1cc([N+](=O)[O-])c(C(=O)N/N=C/c2ccc([N+](=O)[O-])cc2)n1
21. O=C(/C=C/c1ccc(F)cc1)NCc1cccs1
22. CC[C@@H]1CC2=C(C(=O)OC(C)(C)O2)[C@@H](c2ccc(Cl)cc2)O1
23. C=CCN1C(=O)c2ccc(C(=O)OCC(=O)N3CCN(c4ccccc4)CC3)cc2C1=O
24. CC(C)(C)N=C1C([N+](=O)[O-])=CC=C2C1=NC1(CCCCC1)N2O
Screen / compound no.,19,20,21,22,23,24
TRPM1 prom inh,-6,-1,-49,nt,-4,16
KKLEB tox,7,-5,5,nt,11,-1
NR2E3 ag-1,nt,-2,5,nt,0,-7
Shn3 inh set2,7,18,-42,nt,-15,-16
CF NFkB block,-34,5,-8,nt,-12,0
Peg3 promoter,6,1,-166,nt,3,4
TROY NFkB inh,8,9,-87,9,-2,-1
TRAIL sens C8,0,0,7,1,-3,0
NR2E3 ag-2,7,-21,-63,-5,-22,16
TWEAK Fn14 block,17,-2,-5,6,7,-5
HIF-2a block,12,-18,-144,8,13,14

25. Cc1ccc(S(=O)(=O)Nc2c(C)nc3nc(C)[nH]n3c2=O)cc1
26. COc1ccc(C=CC(=O)c2ccc(OCc3ccccc3)c(OC)c2)cc1OC
27. CC(=O)N1CCN(Cc2nc3cc(NC(=O)COc4cccc(C)c4)ccc3n2C)CC1
28. COc1ccccc1CNC(=O)C1CCN(S(=O)(=O)c2ccc3c(c2)CC(C)N3C(=O)C2CC2)CC1 (stereo unspecified)
29. CC(C)CCN1CCNC(=O)C1CC(=O)N(C)CCCN1CCOCC1 (stereo unspecified)
30. CCOC(=O)CCn1c(CC(=O)OCC)nc2ccccc21
Screen / compound no.,25,26,27,28,29,30
TRPM1 prom inh,6,nt,10,11,13,-1
KKLEB tox,12,2,7,3,-3,-16
NR2E3 ag-1,-2,nt,1,3,4,-6
Shn3 inh set2,8,-15,-2,12,-7,-1
CF NFkB block,5,-22,-8,-42,19,2
Peg3 promoter,-8,30,-6,15,23,5
TROY NFkB inh,22,-20,7,10,-10,-16
TRAIL sens C8,5,10,5,10,-14,-24
NR2E3 ag-2,1,-8,-7,2,-29,-25
TWEAK Fn14 block,21,-12,28,-19,1,9
HIF-2a block,9,7,12,14,14,8

31. COc1ccccc1CN(Cc1cccnc1)S(=O)(=O)c1ccc(-n2cnnn2)c(OC)c1
32. CC(C)(C)c1cc(CN2CCN(CCO)CC2)cc(C(C)(C)C)c1O
33. C=CCNC(=O)CCNS(=O)(=O)c1ccc(Br)cc1
34. O=C(CNC(=O)CNC(=O)c1ccc(Cl)cc1Cl)NCc1cccc(Cl)c1
35. COc1ccc(N(C(=O)c2csnn2)C(C(=O)NC2CCCC2)c2cccs2)cc1 (stereo unspecified)
36. O=[N+]([O-])/C=C/c1c(OCc2ccccc2)ccc2ccccc12
37. Cc1cc2ncn(CC(O)COC3CCCCC3)c2cc1C (stereo unspecified)
38. Cc1cccc(NC(=O)CNC(=O)[C@H]2O[C@@H](n3ccc(N)nc3=O)[C@H](O)[C@@H]2O)c1C
39. O=C(NCCN1CCOCC1)c1ccc(CS(=O)(=O)Cc2ccccc2F)o1
Screen / compound no.,31,32,33,34,35,36,37,38,39
TRPM1 prom inh,-4,4,13,1,2,98*,6,nt,5
KKLEB tox,4,6,4,1,0,-54*,-17,1,3
NR2E3 ag-1,2,-3,0,2,-1,-2,3,nt,0
Shn3 inh set2,0,-4,-3,-3,0,nt,22,-4,-1
CF NFkB block,-8,8,2,10,6,61*,8,-20,15
Peg3 promoter,22,-2,1,13,29,101*,16,8,19
TROY NFkB inh,-12,20,13,3,13,0,14,-7,16
TRAIL sens C8,5,2,6,3,0,60*,-5,-4,-5
NR2E3 ag-2,-27,-17,8,0,-37,-2,10,-1,-8
TWEAK Fn14 block,19,1,-2,10,17,-9,11,12,-8
HIF-2a block,15,22,16,4,23,95*,8,12,14

By substructure, the entries above with two or more sulfur atoms (3)
14. COc1ccc(C(=O)Nc2nnc(SCC(=O)NCc3ccco3)s2)cc1OC
18. Cc1cc(C)c(C#N)c(SCCS(=O)(=O)Cc2ccccc2)n1
35. COc1ccc(N(C(=O)c2csnn2)C(C(=O)NC2CCCC2)c2cccs2)cc1 (stereo unspecified)
Screen / compound no.,14,18,35
TRPM1 prom inh,-3,-33,2
KKLEB tox,-6,-10,0
NR2E3 ag-1,3,2,-1
Shn3 inh set2,3,-13,0
CF NFkB block,11,-10,6
Peg3 promoter,-7,-38,29
TROY NFkB inh,-24,-12,13
TRAIL sens C8,-14,0,0
NR2E3 ag-2,-21,-2,-37
TWEAK Fn14 block,3,-15,17
HIF-2a block,8,-62,23

Screens deposited in PubChem BioAssay by several laboratories.
